ATG4B inh: ATG4B protease inhibitors, primary screen, biochemical, fluorescence, uHTS; Cysteine protease ATG4B (Homo sapiens), Q9Y4P1; ATG4B cleavage of LC3-PLA2, NBD-HPC fluorescence, 1 h; inhibition, % at 8.33 µM; 0.51% of 340,000 active; AID 504462, 2011; in the data active = inhibition above about 40%
mIAP block: inhibitors of mouse IAP, primary screen, biochemical, luminescence, uHTS. purified mouse IAP, CDP-Star luminescence, 30 min. inhibition, % at 10 µM. 0.2% of 330,000 active. AID 2806, 2010;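 active = inhibition of at least 40% at 10 µM in the primary screen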;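 also: plate controls were DMSO with enzyme for no effect and no enzyme wells for full effect; values of inactives mirror those of a sister screen read the other way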
mIAP act: activators of mouse IAP, primary screen, biochemical, luminescence, uHTS; activation factor at 10 µM; 0.24% of 330,000 active; intestinal alkaline phosphatase [Mus musculus]; AID 2805, 2010; muIAP, CDP-Star luminescence, 30 min; stronger effect = higher value; 1 = vehicle-only enzyme signal, 0 = enzyme-free wells;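 active = activation factor of at least 2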; also: the source names both 10 and 20 µM as test concentration; values of inactives mirror those of a sister screen read the other way
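Assay system: mouse IAP enzyme / Compound: DMSO-dissolved test compounds / Timing: 30 min, room temperature / Measured by: luminescence from enzymatic CDP-Star hydrolysis / Control set: DMSO-only wells, enzyme-free buffer wells as negative control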
hIAP activ: human IAP activators, primary screen, biochemical, luminescence, uHTS; Intestinal-type alkaline phosphatase (Homo sapiens), P09923; purified human IAP, CDP-Star luminescence, 30 min; stronger effect = higher value; 1 = vehicle-only enzyme, 0 = enzyme-free background; activation factor at 10 µM; 0.16% of 330,000 active;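 active = activation factor of the enzyme at least 2-fold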; also: the source names both 10 and 20 µM as test concentration; values of inactives mirror those of a sister screen read the other way
hIAP inh: human IAP inhibitors, primary screen, biochemical, luminescence, uHTS; inhibition, % at 10 µM; purified IAP, CDP-Star luminescence, 30 min; Intestinal-type alkaline phosphatase (Homo sapiens), P09923; 0.12% of 330,000 active;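 active = inhibition reaching a set limit with compound at 10 µM in the primary screen, cut at about 35% in these data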;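 also: plate controls were DMSO wells with enzyme for no effect and no-enzyme buffer wells for full effect; values of inactives mirror those of a sister screen read the other way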
Apaf-1 inh: inhibitors of human Apaf-1 apoptosome, primary screen, biochemical, DEVD-Rh110 fluorescence, uHTS. Apoptotic protease-activating factor 1 (Homo sapiens), O14727. reconstituted apoptosome caspase-3 activity. inhibition, % at 20 µM. 0.71% of 330,000 active; active = inhibition of at least 40% at 20 µM;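 also: plate controls were DMSO wells for no effect and DEVD-CHO caspase inhibitor wells for full effect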
Target sequence (O14727 whole entry, looked up): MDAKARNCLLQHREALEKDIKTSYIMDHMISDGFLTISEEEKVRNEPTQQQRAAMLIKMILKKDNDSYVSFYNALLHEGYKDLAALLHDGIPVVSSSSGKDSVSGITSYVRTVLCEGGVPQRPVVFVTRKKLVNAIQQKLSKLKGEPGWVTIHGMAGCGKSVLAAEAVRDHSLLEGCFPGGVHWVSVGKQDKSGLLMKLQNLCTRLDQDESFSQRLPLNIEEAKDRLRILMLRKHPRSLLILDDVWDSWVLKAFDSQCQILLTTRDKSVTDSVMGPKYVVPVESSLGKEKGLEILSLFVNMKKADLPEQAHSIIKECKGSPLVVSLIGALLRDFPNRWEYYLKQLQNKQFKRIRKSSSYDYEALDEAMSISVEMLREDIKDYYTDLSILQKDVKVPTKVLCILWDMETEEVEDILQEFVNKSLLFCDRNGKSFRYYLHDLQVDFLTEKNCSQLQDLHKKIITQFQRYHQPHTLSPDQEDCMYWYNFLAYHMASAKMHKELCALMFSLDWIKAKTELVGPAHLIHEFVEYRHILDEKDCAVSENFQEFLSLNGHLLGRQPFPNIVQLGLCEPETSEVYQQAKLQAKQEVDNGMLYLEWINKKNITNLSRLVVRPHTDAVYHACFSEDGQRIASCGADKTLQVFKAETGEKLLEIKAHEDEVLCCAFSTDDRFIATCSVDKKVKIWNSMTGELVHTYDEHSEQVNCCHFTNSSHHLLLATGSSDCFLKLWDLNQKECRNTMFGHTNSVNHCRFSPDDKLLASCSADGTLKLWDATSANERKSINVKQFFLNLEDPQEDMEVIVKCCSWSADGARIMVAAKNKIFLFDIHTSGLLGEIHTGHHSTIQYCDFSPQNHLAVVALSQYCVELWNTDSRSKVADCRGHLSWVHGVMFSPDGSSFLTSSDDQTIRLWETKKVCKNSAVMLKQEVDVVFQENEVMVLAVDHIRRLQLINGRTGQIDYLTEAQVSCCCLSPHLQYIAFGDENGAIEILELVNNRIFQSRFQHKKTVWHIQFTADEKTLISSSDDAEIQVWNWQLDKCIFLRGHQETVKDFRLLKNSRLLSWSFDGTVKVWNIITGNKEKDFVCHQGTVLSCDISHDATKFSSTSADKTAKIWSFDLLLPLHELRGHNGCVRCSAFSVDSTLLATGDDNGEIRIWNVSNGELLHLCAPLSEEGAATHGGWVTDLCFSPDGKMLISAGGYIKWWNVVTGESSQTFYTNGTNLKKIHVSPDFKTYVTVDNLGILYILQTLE
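System: Apoptosome proteins | Medium: Hepes pH 7.5 with detergent and BSA | Also added: Cytochrome c trigger plus (Z-DEVD)2-Rh110 caspase-3 substrate | Incubation: 30 min compound preincubation, 50 min activation, room temperature | Detection: Rhodamine 110 fluorescence at Ex 480/Em 540 nm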
NALP3 yeast inh: NALP3 inflammasome inhibitors in reconstituted yeast, primary screen, luminescence, uHTS; inhibition, % at 10 µM; Yeast reconstituted NLRP3/ASC/caspase-1, beta-gal luminescence, 24 h; 0.39% of 330,000 active; AID 2825, 2010;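 active = inhibition of 50% or more; inactive = inhibition below 50%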;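 also: plate controls were induced DMSO wells for no effect and uninduced yeast grown without galactose for full effect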
TIM10 inh: growth inhibitors of isogenic TIM10 control yeast, primary screen, counter-screen for tim10-1 yeast inhibitor project, luminescence, uHTS; AID 463195, 2010; inhibition, % at 10 µM; 1.4% of 330,000 active; S. cerevisiae TIM10 strain growth, BacTiter-Glo luminescence, 24 h;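 active = inhibition of 40% or more at the single tested concentration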;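 also: wild-type TIM10 isogenic control strain grown at permissive 25 °C; 0% = DMSO yeast wells and 100% = minimal medium wells without yeast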
tim10-1 inh: growth inhibitors of tim10-1 mutant yeast, primary screen, luminescence, uHTS; S. cerevisiae tim10-1 ts strain growth, BacTiter-Glo, 24 h; AID 463190, 2010; 2.2% of 330,000 active; inhibition, % at 20 µM;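 active = inhibition of at least 40%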;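 also: mutant grown at 25 °C; 0% = DMSO wells with yeast and 100% = wells holding no yeast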
Numbers without * were called inactive; x = not tested or not shown; & = joins results of further samples. Rows were taken by chance. Share with any hit: about 4.5%.

SMILES | ATG4B inh | mIAP block | mIAP act | hIAP activ | hIAP inh | Apaf-1 inh | NALP3 yeast inh | TIM10 inh | tim10-1 inh
Oc1cccc(Nc2ncnc3c2oc2ccccc23)c1 | -15 | -1 | 1 | 1.1 | -14 | 9 | 16 | 10 | 16
Cc1ccc(S(=O)(=O)NCCC(=O)OCC(=O)N2CCCC2=O)cc1 | 2 | -6 | 1.1 | 0.95 | 5 | -4 | 17 | -8 | -20
COc1ccc(CN2CC(C(=O)NCCc3ccccc3)CC2=O)cc1 (centres undefined) | -2 | -5 | 1.1 | 1.1 | -5 | 2 | 20 | 4 | 21
COc1ccc(/C=C/C(=O)NNC(=O)c2ccncc2)c(OC)c1 | -6 | 14 | 0.86 | 1.1 | -6 | 0 | 3 | 9 | 5
NC(=O)NOCc1ccc(F)cc1Cl | 6 | 8 | 0.92 | 1.1 | -14 | 2 | -5 | -10 | -1
CCOC(=O)N1C(=O)c2cc(OC)ccc2S1(=O)=O | -14 | 6 | 0.94 | 1 | -5 | 2 | 1 | 1 | -5
COc1ccc(C2CC(=O)Oc3ccc(OC)cc32)cc1 (centres undefined) | -8 | -4 | 1 | x | x | 12 | x | -2 | 13
Cc1nc2ccc(C(=O)O)cc2[nH]1 | -6 | -4 | 1 | 0.95 | 5 | -11 | 10 | -2 | 0
CCc1ccc(C(=O)OCC(=O)N2CCCCCC2)cc1 | 1 | 4 | 0.96 | 0.93 | 7 | -2 | 16 | 14 | 0
COc1ccc(S(=O)(=O)N2CCN(C(=O)Nc3ccccc3OC)CC2)cc1 | -7 | -7 | 1.1 | 1.2 | -16 | 5 | 8 | 8 | 4
Cc1ccc(-n2c(Cc3ccccc3)n[nH]c2=S)cc1 | -7 | -4 | 1 | 1 | -3 | 5 | 14 | 8 | 40*
COc1ccccc1NC(=O)COC(=O)c1ccccn1 | -3 | 2 | 0.98 | 0.89 | 11 | 2 | 10 | 7 | -7
CCN(Cc1ccccc1)C(=O)Cn1cc(S(=O)(=O)NC)c(S(=O)(=O)NC)c1 | -4 | 0 | 1 | 1 | -3 | 1 | -6 | 7 | 4
CCOc1ccccc1NC(=O)C(Sc1ccccc1)c1ccccc1 (centres undefined) | 1 | -5 | 1.1 | 0.86 | 14 | 12 | -5 | -4 | 23
COc1ccc(OC)c(S(=O)(=O)Nc2cc(Cl)cc(Cl)c2)c1 | -1 | -6 | 1.1 | 1.1 | -13 | 19 | 7 | 27 | 12
O=C(O)C1=C[C@H](c2ccc(Br)cc2)C[C@H](OCc2ccc(CO)cc2)O1 | 5 | -11 | 1.1 | 0.89 | 11 | 8 | 17 | 3 | 7
Cc1csc(SCC(=O)N(C)C2CCS(=O)(=O)C2)n1 (centres undefined) | -6 | -1 | 1 | 0.97 | 3 | 0 | 17 | -6 | -2
CCN1CCN(C(=O)NC2CCCCC2)CC1 | 2 | -2 | 1 | 1.1 | -9 | -12 | 3 | -8 | 6
CC(=O)Cn1ncc(N2CCOCC2)cc1=O | -2 | 8 | 0.92 | 0.84 | 16 | -9 | 17 | 4 | -6
CC1CC1C(=O)OCC(=O)N(C)c1c(N)n(Cc2ccccc2)c(=O)[nH]c1=O (centres undefined) | -1 | 5 | 0.95 | 1.1 | -9 | 4 | 10 | -10 | -13
CCOC(=O)N1CCC(NS(=O)(=O)c2cc(Br)cnc2N)CC1 | -9 | -3 | 1 | 0.98 | 2 | 0 | 1 | -1 | 5
OC1CCN(CC(O)C(F)(F)F)CC1 (centres undefined) | 0 | 5 | 0.95 | 0.98 | 2 | -4 | 4 | 7 | 8
COc1ccc(CN2CCN(c3ccccn3)CC2)c(OC)c1C | -7&5 | 5&-4 | 0.95&1 | 1.1&0.95 | -10&5 | -6&-18 | 17&0 | 6&-20 | -2&-8
CCOc1cccc(NC(=O)/C(C#N)=C/c2cccnc2)c1 | -4 | -16 | 1.2 | 1.1 | -9 | -6 | 0 | 42* | 52*
Cn1c(SCC(=O)Nc2cccnc2)nnc1-c1ccccc1F | 7 | 0 | 1 | 1.1 | -7 | 0 | 2 | -8 | 7
(more compounds)
SMILES | ATG4B inh | mIAP block | mIAP act | hIAP activ | hIAP inh | Apaf-1 inh | NALP3 yeast inh | TIM10 inh | tim10-1 inh
COc1ccc(S(=O)(=O)N2CCCOC2CNC(=O)C(=O)NCCCN2CCOCC2)cc1 (centres undefined) | 5 | -2 | 1 | 1.2 | -23 | 7 | 8 | -5 | 4
CCc1ccc(N2CC(C(=O)Nc3ccc4c(c3)OCCO4)CC2=O)cc1 (centres undefined) | -20 | 2 | 0.98 | 0.99 | 1 | 2 | 20 | -4 | 20
O=C(O)c1ccc(OCC2CCCO2)cc1 (centres undefined) | -5 | -3 | 1 | 1.3 | -26 | -9 | 2 | 0 | 11
Cc1ccc(-c2csc(N3CCC(C(N)=O)CC3)n2)cc1 | 13 | -6 | 1.1 | 1.1 | -10 | 0 | 11 | 11 | 21
COc1ccc(C(CNC(=O)c2cccc(NS(=O)(=O)c3ccc(Br)cc3)c2)N(C)C)cc1 (centres undefined) | 11 | 2 | 0.98 | 1.2 | -16 | -143 | 24 | 3 | -21
COc1ccc(-n2nc3c(c2NC(=O)C2CCCC2)CS(=O)(=O)C3)cc1 | -3 | 5 | 0.95 | 1.1 | -14 | 1 | 5 | -1 | 0
CCCCN(Cc1ccco1)S(=O)(=O)c1csc(C(N)=O)c1 | -8 | 2 | 0.98 | 0.94 | 6 | 11 | 3 | 7 | 9
CCCCSc1nnc([C@@H]2CCCN2C(=O)OC(C)(C)C)o1 | -6 | -10 | 1.1 | 1.1 | -6 | 5 | 8 | 22 | 20
Cc1ccc(O)c(Nc2ncnc3ccc([N+](=O)[O-])cc23)c1 | -2 | 14 | 0.86 | 0.96 | 4 | 3 | 28 | -8 | 5
COc1ccc(CN=CC2=C(O)CC(C)(C)CC2=O)cc1 | -5 | 1 | 0.99 | 1 | 0 | -9 | 42 | 10 | 8
O=C(NC1CCCc2ccccc21)C1CCC(CNc2c(N3CCOCC3)c(=O)c2=O)CC1 (centres undefined) | -10 | 5 | 0.95 | 0.74 | 26 | 3 | 0 | 6 | 4
O=C(Oc1ccc(OC(=O)N2CCCCC2)cc1)c1ccccc1 | 10 | -5 | 1.1 | 0.98 | 2 | -3 | 19 | 4 | 7
Fc1ccc(C(c2nnnn2C2CCCC2)N2CCN(Cc3ccncc3)CC2)cc1 (centres undefined) | 0 | 8 | 0.92 | 0.95 | 5 | -3 | -2 | 9 | 15
CC[C@@H]1C=C(C(=O)O)[C@H](c2ccc(C)cc2)N1S(=O)(=O)c1ccc(C)cc1 | 2 | 2 | 0.98 | 1 | -4 | -11 | 4 | 10 | 14
COc1cc(S(=O)(=O)NCc2ccc3c(c2)OCO3)c(OC)cc1C | -7 | 0 | 1 | 1.1 | -8 | 8 | 13 | -8 | 23
CCOC(=O)C1=C(C)NC(C)=C(C(=O)OCC)C1C(=O)OCC(=O)N(C)Cc1ccccc1 | -5 | -7 | 1.1 | 1 | -1 | -5 | 18 | -5 | 6
CCOC(=O)c1ncccc1NC(=O)CC(=O)Nc1cccnc1C(=O)OCC | 1 | 2 | 0.98 | 1.5 | -48 | -10 | 5 | 11 | 5
O=C(NNC(=O)C1CCN(S(=O)(=O)c2ccc(Cl)cc2)CC1)c1ccncc1 | -2 | 2 | 0.98 | 1 | -3 | -1 | 19 | -7 | 0
CCN(CC)c1c([N+](=O)[O-])ncn1C | -2 | 0 | 1 | 0.97 | 3 | 0 | 16 | -20 | -7
O=C(CCCOc1ccccc1)Nc1nccs1 | 3 | -1 | 1 | 0.96 | 4 | -14 | 3 | -3 | 0
CCOC(=O)C1CCCN(S(=O)(=O)c2ccc3c(c2)NC(=O)CO3)C1 (centres undefined) | -4 | -3 | 1 | 0.73 | 27 | 17 | 22 | 1 | -5
Cc1nc2c(c(=O)n1CCC1=CCCCC1)c1nc3ccccc3nc1n2/N=C/c1ccco1 | -12 | 1 | 0.99 | 0.99 | 1 | 27 | 23 | 10 | -6
O=C(N/N=C/c1ccc(O)c(O)c1)NC12CC3CC(CC(C3)C1)C2 | -8 | 10 | 0.9 | 0.68 | 32 | 19 | 4 | -3 | 20
COc1ccc(N(CC(=O)NC2CCS(=O)(=O)C2)S(=O)(=O)c2cc(C)ccc2C)cc1 (centres undefined) | -7 | 5 | 0.95 | 0.94 | 6 | -4 | -5 | -10 | 0
COc1cc(CN2CCC(Cc3ccccc3)CC2)c([N+](=O)[O-])cc1OC | -1 | 24 | 0.76 | 1.1 | -6 | -1 | 8 | -8 | -3

The last 3 compounds of the part above are carried over, then new ones follow:
SMILES | ATG4B inh | mIAP block | mIAP act | hIAP activ | hIAP inh | Apaf-1 inh | NALP3 yeast inh | TIM10 inh | tim10-1 inh
O=C(N/N=C/c1ccc(O)c(O)c1)NC12CC3CC(CC(C3)C1)C2 | -8 | 10 | 0.9 | 0.68 | 32 | 19 | 4 | -3 | 20
COc1ccc(N(CC(=O)NC2CCS(=O)(=O)C2)S(=O)(=O)c2cc(C)ccc2C)cc1 (centres undefined) | -7 | 5 | 0.95 | 0.94 | 6 | -4 | -5 | -10 | 0
COc1cc(CN2CCC(Cc3ccccc3)CC2)c([N+](=O)[O-])cc1OC | -1 | 24 | 0.76 | 1.1 | -6 | -1 | 8 | -8 | -3
O=C(Nc1nnc(C2=COCCO2)o1)c1ccc([N+](=O)[O-])cc1 | -2 | -1 | 1 | 0.7 | 30 | 16 | 10 | 10 | 46*
O=C(CNC(=O)C1CCCCC1)NNC(=O)c1ccc(Cl)cc1Cl | -1 | 4 | 0.96 | 1.2 | -24 | -9 | 19 | 8 | 9
C=CCN(c1ccccc1)S(=O)(=O)c1cccc(C(=O)NCc2ccco2)c1 | -7 | 9 | 0.91 | 0.98 | 2 | 8 | 15 | -6 | -2
CCCCN(C)C(=O)c1nc2ccccn2c1CN1CCN(C/C=C/c2ccccc2)CC1 | 0 | 9 | 0.91 | 0.95 | 5 | 9 | 1 | 16 | 13
CCOC(=O)C1=C(C)N(C)C(=S)NC1c1cccc(Cl)c1Cl (centres undefined) | -5 | 14 | 0.85 | 1 | -2 | -9 | -4 | 48* | 36
O=C(N/N=C\c1cc2c(cc1Cl)OCO2)c1cccnc1 | -10 | -6 | 1.1 | 0.95 | 5 | -3 | 19 | 0 | -6
O=C(Nc1cccnc1)c1cc(-c2ccc(Cl)cc2)on1 | -1 | 2 | 0.98 | 0.91 | 9 | -15 | 13 | -3 | 8
CN1CCN(C(=O)c2ccccc2NC(=O)COc2ccccc2Cl)CC1 | -3 | 0 | 1 | 1 | -4 | -13 | 0 | 0 | 0
CCCNC(=O)C(=O)NCC1CCCN1CC (centres undefined) | -5 | -15 | 1.1 | 1.1 | -7 | 3 | -3 | 0 | -10
Cc1cc(C)cc(NC(=O)COC(=O)CCc2ccc(S(=O)(=O)N3CCOCC3)cc2)c1 | -19 | -7 | 1.1 | 1.2 | -20 | 16 | 9 | -14 | -5

Assay outcomes: PubChem BioAssay, Sanford-Burnham Center for Chemical Genomics
